Source: PubChem
NadD inh: inhibitors of Staphylococcus aureus NadD; purified NadD enzyme, colorimetric absorbance read-out; inhibition, % at 20 µM; 360,000 tested, 0.78% active; AID 602399; in the data active = inhibition above about 26%; note: some compounds past the cut are filed as inactive
Scp-1 inhibitor: blocks human Scp-1 phosphatase activity | Q9GZU7 | Recombinant Scp1, phosphopeptide, malachite green phosphate absorbance | inhibition, % at 20 µM | 340,000 tested, 0.88% active;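 active = inhibition above about 50% at 20 µM, limit read from the data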;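 note: plate controls were DMSO wells with enzyme for no effect and wells lacking enzyme for full effect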
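Test system – truncated SCP-1 phosphatase (76-261aa) · Reagent – Phosphorylated 17-residue peptide substrate · Incubation – 45 min room-temperature reaction, 5 min colour, 30 min stabiliser · Detection – colorimetric phosphate reagent with accelerator and stabiliser, absorbance at 630 nm · Measure – % inhibition at 20 µM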
LMPTP inh: LMPTP (human) inhibition; recombinant LMPTP-A, OMFP fluorogenic substrate, fluorescence intensity; inhibition, % at 20 µM; 360,000 tested, 0.22% active; AID 651560;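 active = compounds that cut the enzyme signal by at least half of the control window in the single-dose screen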;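 note: plate controls were DMSO wells with enzyme plus substrate for no effect and substrate without enzyme for full effect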
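Test system: LMPTP-A phosphatase enzyme; input: 0.625 nM LMPTP-A final; reagent: OMFP substrate, 400 µM final; compound dosing: 20 µM single dose, 3% DMSO; incubation: 50 min dark incubation at room temperature; measured by: endpoint fluorescence intensity from OMFP dephosphorylation; measure: % inhibition relative to no-enzyme and uninhibited control wells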
Rpn11 block: inhibitors of human proteasome Rpn11 | human 26S proteasome, Ub4-pepOG fluorescence polarization; 20S core pre-blocked with epoxomicin | calls only at 20 µM | 360,000 tested, 0.59% active;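 active = inhibition at 20 µM, scaled to each plate's controls, above about 33%, limit read from the data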
MsrA inh: inhibitors of bovine MsrA; purified bovine MsrA, absorbance read-out; inhibition, % at 15.5 µM; 360,000 tested, 0.75% active; in the data active = inhibition above about 4.5%;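 note: 0% = vehicle wells with enzyme and 100% = reference inhibitor wells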
STEP inh: inhibitors of human striatal-enriched phosphatase STEP; recombinant STEP, OMFP fluorogenic substrate, fluorescence; inhibition, % at 20 µM; 360,000 tested, 0.25% active;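 active = inhibition at 20 µM, scaled per plate between control wells, above about 37%, limit read from the data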;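 note: 0% = DMSO with enzyme and substrate and 100% = substrate only without enzyme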
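Assay system: isolated STEP enzyme / Timing: 20 min at room temperature, dark / Doses: 20 µM, 1% DMSO / Technique: fluorescence intensity, excitation 480 nm, emission 540 nm / Reagent: fluorogenic phosphatase substrate OMFP at 25 µM final / Measure: percent inhibition scaled to no-enzyme and uninhibited-enzyme controls, plate-pattern corrected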
Tb MetRS inh: Trypanosoma brucei MetRS inhibition. purified T. brucei MetRS, ATP depletion, Kinase-Glo luminescence. inhibition, % at 11.9 µM. 360,000 tested, 0.4% active;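 active = inhibition above a per-plate cutoff of the control wells' mean inhibition plus 3 SD, cut at about 5.5% in these data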;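 note: 0% = DMSO wells median and 100% = median of wells with control inhibitor compound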
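Material – parasite MetRS enzyme · Medium – HEPES-MgCl2-KCl buffer plus DTT, spermine, BSA, pyrophosphatase · Reagent – ATP, methionine and E. coli bulk tRNA substrates · Times – 15 min enzyme-compound preincubation, 2 h reaction, 10 min detection, 25 °C · Measured by – luminescence of leftover ATP · Evaluation – percent inhibition relative to median high and low control wells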
CSN deneddyl inh: CSN deneddylation inhibition; Purified CSN, SCF-Nedd8-OG deneddylation, fluorescence polarization; inhibition, % at 12.5 µM; 360,000 tested, 0.38% active; AID 651999;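 active = pattern-corrected inhibition above about 35%, with an unprinted fluorescence ratio check between 0.5 and 1.5, limit read from the data, passing the limit was not always enough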;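 note: 0% = enzyme with substrate and 100% = substrate without enzyme; some results filed as inactive read as strong as hits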
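Test system: Human Csn5 produced in HEK293T cells | Compound: 12.5 µM single point | Times: 90 min, room temperature | Signal: Fluorescence polarization readout | Read-out basis: % inhibition of substrate cleavage by Csn5 | Controls: no-enzyme wells high, enzyme-with-substrate wells low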
SUMO1-SIM PPI: alters human SUMO1 binding to SIM partners | 360,000 tested, 0.33% active | SUMO1 binding to a labelled peptide, TR-FRET, 1 h | P63165 | inhibition, % at 20 µM; in the data active = inhibition above about 37%
DNMT1 block: blocks human DNA methyltransferase DNMT1; P26358; DNMT1 molecular beacon, Hinp1I cleavage, fluorescence; inhibition (reported as % activation of signal), % at 10 µM; 360,000 tested, 0.83% active; AID 588458; in the data active = inhibition above about 50%
Target sequence (P26358 504-1616 limits assumed): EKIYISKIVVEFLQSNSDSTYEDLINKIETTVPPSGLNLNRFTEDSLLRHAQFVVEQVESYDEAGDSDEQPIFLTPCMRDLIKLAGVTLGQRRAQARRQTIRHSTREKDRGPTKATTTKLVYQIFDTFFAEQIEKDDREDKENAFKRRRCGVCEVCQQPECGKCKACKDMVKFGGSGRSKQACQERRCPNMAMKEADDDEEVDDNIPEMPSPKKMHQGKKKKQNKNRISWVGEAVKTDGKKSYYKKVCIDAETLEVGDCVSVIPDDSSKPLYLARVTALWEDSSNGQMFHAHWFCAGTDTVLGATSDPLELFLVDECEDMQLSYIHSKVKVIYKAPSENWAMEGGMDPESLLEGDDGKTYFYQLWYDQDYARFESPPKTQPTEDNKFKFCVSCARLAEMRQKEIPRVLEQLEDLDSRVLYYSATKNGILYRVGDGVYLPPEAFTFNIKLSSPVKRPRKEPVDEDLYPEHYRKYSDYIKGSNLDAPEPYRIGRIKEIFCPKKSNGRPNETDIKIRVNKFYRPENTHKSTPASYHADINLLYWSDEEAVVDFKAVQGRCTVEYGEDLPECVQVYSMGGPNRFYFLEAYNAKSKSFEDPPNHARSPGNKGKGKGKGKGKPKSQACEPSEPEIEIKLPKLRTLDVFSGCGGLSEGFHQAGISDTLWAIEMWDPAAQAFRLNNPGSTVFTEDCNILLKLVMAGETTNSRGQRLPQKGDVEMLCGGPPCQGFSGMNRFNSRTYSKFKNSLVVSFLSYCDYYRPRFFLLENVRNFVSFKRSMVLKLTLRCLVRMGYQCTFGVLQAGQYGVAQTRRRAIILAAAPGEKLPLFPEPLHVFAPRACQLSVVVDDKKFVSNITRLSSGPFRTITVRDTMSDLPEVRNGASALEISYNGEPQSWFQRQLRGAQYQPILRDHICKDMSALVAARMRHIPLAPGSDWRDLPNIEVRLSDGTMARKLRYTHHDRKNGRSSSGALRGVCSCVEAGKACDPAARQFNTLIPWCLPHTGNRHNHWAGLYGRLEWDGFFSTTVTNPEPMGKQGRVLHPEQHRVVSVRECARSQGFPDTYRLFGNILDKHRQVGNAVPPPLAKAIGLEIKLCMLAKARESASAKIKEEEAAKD
* hit, by the source's call; i = inactive; . = not tested or not shown; + = active, no number. Compounds as they come; any-hit rate near 3.9%.

#1 CCc1ccccc1NC(=O)Nc1ccon1
#2 Nc1cnn(Cc2ccccc2F)c1
#3 CC(Cc1c[nH]c2ccccc12)NC(N)=O (configuration not stated)
#4 COC(=O)[C@@]12CCCCN1[C@H](c1ccc(-c3cc(C(C)=O)cs3)cc1)[C@H]1C(=O)N(C)C(=O)[C@H]12
#5 Cc1cc(C)cc(N2CC34C=CC(O3)C(C(=O)OCC(=O)NCc3ccco3)C4C2=O)c1 (configuration not stated)
#6 COCc1ccc(-c2c(-c3ccsc3)sc3ccccc23)cc1
#7 O=C(N/N=C/c1c(F)cccc1Cl)c1ccc(Cn2cc(Br)cn2)o1
#8 O=C(Nn1c(Cc2cccs2)nc2ccccc2c1=O)c1ccc(F)c(F)c1
#9 CC1CCCCC1NC(=O)CCCN1C(=O)c2ccccc2C1=O (configuration not stated)
#10 CCCCOc1ccc(C(C)NC(=O)C2CCCN(S(=O)(=O)CCC)C2)cc1 (configuration not stated)

Assay by compound,1,2,3,4,5,6,7,8,9,10
NadD inh,-1,-6,-5,-2,3,9,2,-4,-2,-5
Scp-1 inhibitor,1,-6,-2,-14,-4,15,0,-12,-3,-7
LMPTP inh,-1.8,2.6,-0.6,2.1,-1.3,0.9,1.0,-0.4,-0.2,-0.5
Rpn11 block,i,i,i,i,i,i,i,i,i,i
MsrA inh,0.4,-0.3,0.3,-1.3,1.3,1.5,1.1,0.7,-0.8,-0.2
STEP inh,-1,1,-2,2,1,1,-2,-1,-1,1
Tb MetRS inh,-0.1,0.0,-0.7,-0.1,0.1,-0.2,-0.3,0.1,-0.6,0.3
CSN deneddyl inh,6,-4,-8,-4,1,-1,0,3,-4,8
SUMO1-SIM PPI,1,-4,-2,-26,0,-2,-5,4,-7,-1
DNMT1 block,2,-17,0,-10,3,3,-2,-2,7,6

#11 CC(C)C(NS(=O)(=O)c1ccc2c(c1)Cc1cc(S(=O)(=O)NC(C(=O)O)C(C)C)ccc1-2)C(=O)O (configuration not stated)
#12 CC(Oc1cc2oc(=O)c3c(c2cc1Cl)CCCC3)C(=O)NCc1ccncc1 (configuration not stated)
#13 CCOC(=O)Cn1cc(C#N)c(=O)[nH]c1=O
#14 Cc1nc2ccc(S(=O)(=O)CCC(=O)NCc3ccc(Cl)cc3)cc2s1
#15 COc1ccc(OC)c(S(=O)(=O)N2CCC3(CC2)CC(=O)c2ccccc2O3)c1
#16 COCCn1c(SCC(=O)Nc2ccccc2F)nc2c([nH]c3ccccc32)c1=O
#17 Cc1ccc(S(=O)(=O)N2[C@@H](c3cccc(C)c3)C(C(=O)O)=C[C@H]2C(C)(C)C)cc1
#18 CCOC(=O)[C@]12CCCC=C1N(Cc1ccc(Cl)cc1Cl)C(=O)[C@H](CC(=O)NCC13CC4CC(CC(C4)C1)C3)C2
#19 Oc1ccc(C[C@H]2CNCCN2CCC23CC4CC(CC(C4)C2)C3)cc1
#20 CCCCc1cc(=O)oc2cc(C)cc(OCC(=O)NC(Cc3ccc(Cl)cc3)C(=O)O)c12 (configuration not stated)

Assay by compound,11,12,13,14,15,16,17,18,19,20
NadD inh,-1,6,-9,-3,-5,-1,-5,17,-10,3
Scp-1 inhibitor,-7,-2,-10,.,-9,-7,4,.,0,1
LMPTP inh,0.6,0.0,-2.1,-2.1,0.4,1.1,-1.8,0.7,-2.2,-0.7
Rpn11 block,i,i,i,i,i,i,i,.,i,i
MsrA inh,-0.1,1.0,-1.3,-0.6,1.9,0.3,-0.9,0.6,-0.4,0.9
STEP inh,5,-1,2,0,-1,0,-2,.,0,-2
Tb MetRS inh,0.2,0.0,-0.6,0.6,-0.4,0.1,-1.0,-1.0,-0.3,0.6
CSN deneddyl inh,-5,-3,2,1,2,4,-5,2,-4,-1
SUMO1-SIM PPI,9,-6,4,7,3,4,4,-2,-5,11
DNMT1 block,-8,2,0,3,-2,31,2,.,4,-2

Entries of single compounds from above. Order of screens: NadD inh, Scp-1 inhibitor, LMPTP inh, Rpn11 block, MsrA inh, STEP inh, Tb MetRS inh, CSN deneddyl inh, SUMO1-SIM PPI, DNMT1 block
Results for `CCOC(=O)[C@]12CCCC=C1N(Cc1ccc(Cl)cc1Cl)C(=O)[C@H](CC(=O)NCC13CC4CC(CC(C4)C1)C3)C2` = 17, ., 0.7, ., 0.6, ., -1.0, 2, -2, .
Results for `CC(C)C(NS(=O)(=O)c1ccc2c(c1)Cc1cc(S(=O)(=O)NC(C(=O)O)C(C)C)ccc1-2)C(=O)O` (configuration not stated) = -1, -7, 0.6, i, -0.1, 5, 0.2, -5, 9, -8
Results for `Cc1nc2ccc(S(=O)(=O)CCC(=O)NCc3ccc(Cl)cc3)cc2s1` = -3, ., -2.1, i, -0.6, 0, 0.6, 1, 7, 3

Going on with the list.
#21 CCOc1ccccc1C(=O)NCC(=O)NCC(c1ccc(OC)cc1)N1CCOCC1 (configuration not stated)
#22 COc1ccc(C(C)=O)cc1COC(=O)CSCC(=O)Nc1ccc(C)cc1
#23 COc1ccccc1-c1ccc(C(=O)O)o1
#24 C/C(=N\NC(=O)c1cccc2ccccc12)c1cccnc1
#25 C=CCNC(=S)N(C1CCCCC1)C1CCCCC1
#26 O=C(NCC1CCCO1)C(c1cccs1)N(C(=O)c1ccc(-c2ccccc2)[nH]1)C1CCCC1 (configuration not stated)
#27 Cc1onc(-c2ccccc2)c1C(=O)c1c[nH]c(C(=O)NCc2ccccn2)c1
#28 C/C(=N\S(=O)(=O)c1ccc(C)cc1)NC(=S)Nc1ccccc1
#29 CC(=O)N/C(=C/c1ccc2c(c1)OCO2)C(=O)O
#30 COC(=O)CN1C(c2ccccc2)=Nc2ccc(Cl)cc2C1c1ccccc1 (configuration not stated)

Assay by compound,21,22,23,24,25,26,27,28,29,30
NadD inh,-4,-3,-4,-4,-3,4,0,-2,-3,3
Scp-1 inhibitor,-7,-11,-4,-8,-2,-9,5,-6,-3,2
LMPTP inh,-0.2,-0.5,-0.3,0.1,-1.5,1.3,2.2,-0.5,-0.4,-0.2
Rpn11 block,i,i,i,i,i,i,i,i,i,i
MsrA inh,0.7,2.0,2.6,1.3,-0.2,-0.8,-0.6,-0.9,2.1,1.7
STEP inh,0,2,-3,0,3,-2,-1,1,0,0
Tb MetRS inh,0.3,-0.4,-0.4,-0.2,-1.6,0.3,0.2,-0.4,0.0,-1.0
CSN deneddyl inh,-2,2,5,5,-1,-13,-5,1,-8,2
SUMO1-SIM PPI,-3,-5,-1,-7,-1,1,-2,3,1,2
DNMT1 block,1,-4,1,2,6,-8,3,0,5,2

#31 Cc1cc(C)cc(NCc2cc3c(cc2[N+](=O)[O-])OCO3)c1
#32 COC(=O)CSc1nnc(C)n1-c1cccc(OC)c1
#33 COc1ccc2cc(/C=C3\SC(=S)NC3=O)c(N3CCOCC3)nc2c1
#34 Cc1ccccc1C(=O)N/N=C1/SCC(=O)N1Cc1ccc2c(c1)OCO2
#35 COc1ccc(-n2ccnc2CN2CCN(C3CCCC3)C(CCO)C2)cc1 (configuration not stated)
#36 COc1ccc(C)cc1NC(=O)C(Sc1nncn1C)c1ccccc1 (configuration not stated)
#37 CCOC(=O)N1CCN(S(=O)(=O)c2ccc3c(c2)CC(C)N3C(C)=O)CC1 (configuration not stated)
#38 CCC(C(N)=O)N1C(=O)C2C3CCC(C3)C2C1=O (configuration not stated)
#39 Cc1ccc(S(=O)(=O)N2CCC(C(=O)OC(C)C(=O)NC(N)=O)CC2)cc1C (configuration not stated)
#40 CC(=O)c1c(O)cc(=O)n(-c2ccccc2)c1-c1ccc(Cl)cc1

Assay by compound,31,32,33,34,35,36,37,38,39,40
NadD inh,1,1,16,1,-3,-6,5,0,-1,4
Scp-1 inhibitor,-6,-10,-1,0,-2,2,-7,.,3,-6
LMPTP inh,2.2,-0.3,0.1,-1.6,-0.9,-1.1,-1.3,-0.2,0.5,-0.1
Rpn11 block,i,i,+,i,i,i,i,i,i,i
MsrA inh,1.6,-0.3,2.6,-0.3,-0.1,-0.5,1.0,-0.8,-0.9,1.8
STEP inh,2,-2,-4,-3,-1,-4,4,0,3,-1
Tb MetRS inh,-1.4,0.0,0.1,-1.3,0.2,-0.8,0.0,0.2,2.2,-1.1
CSN deneddyl inh,-2,5,21,-13,-1,3,3,2,-4,-1
SUMO1-SIM PPI,-22,0,8,1,-1,4,2,2,1,1
DNMT1 block,-7,5,-4,4,0,1,0,4,0,10

#41 O=C1CCCN1CC(O)CS(=O)(=O)Cc1ccccc1Cl (configuration not stated)
#42 Clc1ccc(-c2nnc(NCc3ccccc3)c3ccccc23)cc1
#43 CCOc1cc(NS(=O)(=O)c2ccc(Cl)cc2)c(OCC)cc1NC(=O)CC(C)C
#44 Cc1onc(C(=O)NCc2ccccn2)c1[N+](=O)[O-]
#45 COC(=O)CCN(C(=O)c1ccc(N2CCCCC2)c([N+](=O)[O-])c1)c1ccccn1

Assay by compound,41,42,43,44,45
NadD inh,0,8,-8,-1,2
Scp-1 inhibitor,-6,6,-4,3,-7
LMPTP inh,-1.3,2.8,2.6,-0.9,2.1
Rpn11 block,i,i,i,i,i
MsrA inh,1.0,0.0,-0.4,1.5,2.5
STEP inh,-3,3,0,-2,2
Tb MetRS inh,-0.7,0.3,-0.4,-0.5,-0.4
CSN deneddyl inh,-3,-2,-3,-8,-4
SUMO1-SIM PPI,5,-3,4,-9,-21
DNMT1 block,1,-8,3,2,-3
